Assay outcomes as filed in PubChem BioAssay.
mcGAS MS inh = inhibitors of mouse cGAS. Q8C6L5. recombinant mouse cGAS, cGAMP by RapidFire MS. inhibition, % at 12.5 µM. hit rate 0.18% among 130,000. AID 1259397;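 active means inhibition of cGAS enzyme activity at or above 60%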;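 further: enzyme stimulated by 45 bp dsDNA with ATP and GTP substrates; cGAMP share of summed cGAMP plus half ATP and half GTP signals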
Target sequence (Q8C6L5 whole entry, looked up): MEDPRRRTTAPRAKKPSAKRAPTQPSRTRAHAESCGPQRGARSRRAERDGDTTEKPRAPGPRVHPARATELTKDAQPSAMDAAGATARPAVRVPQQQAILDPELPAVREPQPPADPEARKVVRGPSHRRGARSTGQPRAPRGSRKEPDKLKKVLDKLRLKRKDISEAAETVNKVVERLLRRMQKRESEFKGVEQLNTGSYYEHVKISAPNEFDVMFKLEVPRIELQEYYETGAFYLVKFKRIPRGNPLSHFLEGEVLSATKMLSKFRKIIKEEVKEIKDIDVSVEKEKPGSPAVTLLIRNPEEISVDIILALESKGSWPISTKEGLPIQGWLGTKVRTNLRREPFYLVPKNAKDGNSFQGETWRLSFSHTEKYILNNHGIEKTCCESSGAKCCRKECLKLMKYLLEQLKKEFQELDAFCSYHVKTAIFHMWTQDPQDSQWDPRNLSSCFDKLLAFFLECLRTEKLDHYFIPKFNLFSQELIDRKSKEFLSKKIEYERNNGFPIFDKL
* = called active by the depositor; & = joins results of further samples.

Structure | mcGAS MS inh
CN(Cc1ccccc1Br)C(=O)CN1CCN(c2ccc([N+](=O)[O-])c3cnccc23)CC1 | -2
Cc1cc(=O)n(C)cc1NC(=O)c1ccc(-c2ccccc2Cl)o1 | -2
CC(C)(Cc1ccc(F)cc1)NC(=O)c1cn2c(n1)CNCC2 | -31
CS(=O)(=O)Cc1cccc(CNCc2cccc(O)c2)c1 | -5
CC(CC(=O)O)CC(=O)N(c1ccccc1)c1ccccc1 (centres undefined) | -8
O=C(CN1CCCc2ccccc21)N/N=C\c1cccc([N+](=O)[O-])c1 | -7
O=S(=O)(N1CCCC1)N1CCN(c2cc(C3CCNCC3)ncn2)CC1 | -12
CCCN(Cc1ccc(C)cc1)C(=O)Cn1cnc2ccc([N+](=O)[O-])cc2c1=O | -6
C=CCOc1ccccc1CN1CCC(CC2CC2)(C(=O)OCC)CC1 | -14
Cc1ccc(S(=O)(=O)N2CCC(NS(=O)(=O)CCc3ccccc3)CC2)cc1 | -1
CSc1ccccc1NC(=O)Cn1ccsc1=N | -2
Cc1nnc(SCCn2c(N(C)Cc3ccccc3)nc3c2c(=O)[nH]c(=O)n3C)s1 | -6
COc1ccc(-c2nc(N3CCCC3=O)sc2C)cc1 | -1
O=C(COC(=O)c1cccnc1)c1ccc(-c2ccccc2)cc1 | 12
Cc1cccc(S(=O)(=O)NC(=O)C2(C)CCN2C(=O)COc2ccc(Cl)cc2)c1 (centres undefined) | -8
O=[N+]([O-])c1cc(S(=O)(=O)NC2=NCCCCC2)ccc1Cl | 6
COc1ccc(NC(=O)c2sc(=O)n(Cc3ccc(C(F)(F)F)o3)c2C)cc1OC | -8
O=C(O)c1c(-n2cccc2)sc2c1CCCC2 | 2
CCCN(CC(F)F)C(=O)c1sccc1S(=O)(=O)C(F)F | -7
N#CCN1CCNCC1 | -5
O=C(NC1CCCC1)C1CCN(S(=O)(=O)N2CCOCC2)CC1 | -4
CCc1ccc(-c2nccn2[C@@H](Cc2ccccc2)C(N)=O)nc1 | -12
CCOc1ccc(-n2c(=O)c3c4c(sc3n(CC(=O)NC(C)CC)c2=O)CCCCC4)cc1 (centres undefined) | -4
COc1ccc2c(=O)c3c(=O)n(-c4ccc(C)cc4)c(C(C)C)nc3oc2c1 | -12
COc1ccc(C(=O)N2CCc3onc(-c4ccc(F)c(F)c4)c3C2)cc1F | -1
CN1CC2(CCCN(C(=O)Cn3cc(C(N)=O)c4ccccc43)C2)OC1=O (centres undefined) | -15
CC(C)c1ccc(C(=O)NC2CC(C)(C)NC(C)(C)C2)cc1 | -13
COCCc1noc(CN2CCCCC2Cn2cc(C)cn2)n1 (centres undefined) | -14
Cc1ccccc1C(C(C)C)N(C)C(=O)CSCC(N)=O (centres undefined) | -5
COc1ccccc1N(c1nc(-c2ccccc2)cs1)C(C)C(=O)O (centres undefined) | 7
CCC(=O)NC1Cc2ccccc2C(c2ccccc2)C1 (centres undefined) | 1
CCOc1ccc2c(c1)sc(=N)n2Cc1ccc(Cl)cc1 | -18
N#CC1(NC(=O)c2csc(-c3cccc(Cl)c3)n2)CCC1 | -8
CCN(Cc1ccc(C)o1)C(=O)[C@@H]1C[C@@H](NC(=O)c2ccccc2Cl)CN1 | -26
Cc1sc2ncn3ncnc3c2c1C | -4
CC(C(=O)N1CCC(N2CCC(C(=O)NC3CC3)CC2)CC1)n1cnc2ccccc21 (centres undefined) | -3
Cc1nc2n(n1)C(c1ccc(Cl)cc1)CC(c1ccc(Cl)cc1)=N2 (centres undefined) | 19
CC1=C(c2ccc(C)cc2)S(=O)(=O)N=C1Nc1ccc(C)cc1C | -3
Cc1ccc(S(=O)(=O)NC(=O)C2(C)CCN2C(=O)CCC2CCCC2)nc1 (centres undefined) | -4
CN(CC1CCN(CCc2ccccc2F)CC1)C(=O)c1ccc2ncccc2c1 | -11
Cc1ccc(NC(=O)Nc2cccc3c2CCN(C(=O)[C@H]2CCC(=O)N2)C3)cc1 | -11
CN(C(=O)c1ccc(N2CC3CC(C2)c2cccc(=O)n2C3)c(NC(=O)c2ccc(C(C)(C)C)cc2)c1)C1CCCCC1 (centres undefined) | -2
CC(C)CCNC(=O)C1(C)CCN1Cc1ccc2c(c1)OCCO2 (centres undefined) | -7
CSCCC(=O)n1nc(-c2cccc(OC(F)F)c2)nc1N | 0
COCCCN(C(=O)NCc1cccc(F)c1)C1CCN(C)CC1 | -5
COC(=O)C1=C(C)N(C)C(=O)NC1c1ccccc1OC (centres undefined) | -8
O=C(CCn1cncn1)N1CCCC(N2CCN(Cc3ccc4c(c3)OCO4)CC2)C1 (centres undefined) | -8
CCCCOc1ccc(-c2nc(C=Nc3ccc4ccccc4c3)c(O)o2)cc1 | 0

Sorted by SMILES length (low to high): six of the compounds above.
Structure | mcGAS MS inh
N#CCN1CCNCC1 | -5
CSc1ccccc1NC(=O)Cn1ccsc1=N | -2
CC(C)CCNC(=O)C1(C)CCN1Cc1ccc2c(c1)OCCO2 (centres undefined) | -7
COc1ccccc1N(c1nc(-c2ccccc2)cs1)C(C)C(=O)O (centres undefined) | 7
CC(C(=O)N1CCC(N2CCC(C(=O)NC3CC3)CC2)CC1)n1cnc2ccccc21 (centres undefined) | -3
CCCN(Cc1ccc(C)cc1)C(=O)Cn1cnc2ccc([N+](=O)[O-])cc2c1=O | -6

(continued)
Structure | mcGAS MS inh
COc1ccc(-c2cn(-c3ccccc3)nc2C(=O)OC(C)C(=O)N2CCNC2=O)cc1OC (centres undefined) | -12
CCN(CC)C(=O)C1CCCN(C(=O)c2c(-c3ccccc3Cl)noc2C)C1 (centres undefined) | -1
CC1CC1c1ccc(CN(C(=O)NCc2nnc3n2CCC3)C2CC2)o1 (centres undefined) | -1
CC(C)c1cc(N2CCOCC2)n2c(nc3ccccc32)c1C#N | -3
CCNC(=O)CCC(=O)Nc1ccc(OC2CCCC2)c(F)c1 | -8
NC1=NC(c2cc(Br)cs2)n2c(nc3ccccc32)N1 (centres undefined) | 0
O=C(CCc1nc(-c2ccccc2F)no1)N1CCC[C@H]1CN1CCCC1 | -27
CC(C)(C)c1cc2nc(C(=O)O)cc(-c3ccccc3F)n2n1 | -5
CCCCCC(C)NC(=O)C(NC(=O)c1ccco1)C(C)C (centres undefined) | -44
CCOCCCn1c(C)cn2c3c(=O)n(C)c(=O)n(C)c3nc12 | -6
C=CCNc1nc(Nc2ccc(I)cc2)nc(OCC)n1 | -6
CCOc1c(CC)cnc2c1c(=O)n(CC(=O)N1CCCC1)c(=O)n2C | 0
Cc1nc(NC(=O)C2CC2)sc1Cc1ccccc1Cl | -11
CCCS(=O)(=O)N1CCCN(C)c2nc3ccccc3nc21 | 2
CC(c1cccc(-c2nccc3ncccc23)c1)N1CCCC1 (centres undefined) | -6
Cc1cccc(C(=O)Nc2cc(C3CC3)nn2-c2nc(C)cc(=O)[nH]2)c1 | -4
COc1ccc(C=CC(=O)c2ccc(N3CCCC3=O)cc2)c(OC)c1OC | -4
COc1ccc(/C=N\NC(=O)CSc2nnc(-c3ccccc3)n2-c2ccccc2)cc1OC | -3
COc1ccccc1-c1cc(-c2ccccc2)nc(SCC(N)=O)c1C#N | -7
Cc1ccccc1C(=O)NNC(=O)COc1ccc(Cl)cc1 | -8
CSCCSc1nc2sc3c(c2c(=O)n1CC1CCCO1)CCC(C)C3 (centres undefined) | -7
O=C(CCc1nnc(-c2ccsc2)o1)NC1CCc2ccccc21 (centres undefined) | -6&-5
CCc1ccsc1C(=O)NC(C)(C)c1nc(C)cs1 | -3
O=C(O)CSc1nnc(NC2CCCCC2)s1 | -2

2 records picked at random from those above, as already listed:
Structure | mcGAS MS inh
COc1ccc(/C=N\NC(=O)CSc2nnc(-c3ccccc3)n2-c2ccccc2)cc1OC | -3
O=C(O)CSc1nnc(NC2CCCCC2)s1 | -2

Going on with the list.
Structure | mcGAS MS inh
COc1cc([N+](=O)[O-])cc2sc(NC(=O)C3CC3)nc12 | -6
O=C(NC1CCCCC1)c1nnc2n1CCN(C(=O)c1ccccc1)C2 | -11
Cc1ccc(-n2ncc3c(C)nn(CC(=O)N4CCc5ccccc54)c(=O)c32)cc1C | -2
NC(C(=O)O)c1cc(O)ccc1Cl (centres undefined) | -9
CN(/C=C/C(=O)C(F)(F)F)c1ccccc1C(=O)O | -2
Cc1cc(C)n(-c2ccc(CNC(=O)c3ccc4c(c3)NC(=O)CS4)cn2)n1 | -2
COc1ccc(CCN(C)C2CCCN(Cc3nc(C(C)C)cs3)C2)cc1OC (centres undefined) | -9
O=c1cc(CSCc2nc(-c3ccsc3)no2)nc2sccn12 | -6
CC(=O)Nc1ccc(CN2CCC(n3nc(C)cc3C)C2)cc1 (centres undefined) | -44
CC1(C)CC(=O)c2cc(CC(=O)O)n(-c3cccc(C(=O)O)c3)c2C1 | -17
Cc1cc(-n2cc(C#N)c(=O)[nH]c2=O)ccc1N1CCCC1 | 1
N#CC(C#N)=C1C=C2C=C(N3CCN(Cc4ccccc4)CC3)CCC2CC1 (centres undefined) | -17
C/C(=C(/CCO)SSCC1CCCO1)N(C=O)Cc1cnc(C)nc1N (centres undefined) | 8
CC(=O)N[C@H]1C[C@@H](c2cc(C(C)(C)C)n[nH]2)O[C@@H](C2CCCCC2)C1 | -11
CCC1CN(C(=O)CNc2cc(Cl)ccc2N2CCOCC2)CCO1 (centres undefined) | 2
Cc1ccc(C)c(NC(=O)CSc2nnc(CNC(=O)c3cccc4ccccc34)n2-c2ccccc2)c1 | 4
Cc1sc2c(c1C)C1=NS(=O)(=O)CCN1C=N2 | 3
NC(=O)c1ccnc(N2CCN(Cc3ccc(Cl)c(Cl)c3)CC2)c1 | -7
Cc1ccc2c(-c3cnc(N)c(N4CCC(C(O)C(C)C)CC4)n3)cccc2n1 (centres undefined) | 6
O=C(O)CN1C(=O)/C(=C2/Sc3ccccc3N2CCCS(=O)(=O)O)SC1=S | -6
CN(CCc1ccccc1)C1(C(=O)NCc2ccncc2)Cc2ccccc2C1 | 7
Cc1nc(CNC(=O)c2c[nH]c3ccccc23)nc2c1CCCC2 | -16
O=C(NCC1CC1)c1csc(N2CCNC2=O)n1 | -9
CCN1CCN(c2nc(C)c3c(n2)CC(c2ccco2)CC3=O)CC1 (centres undefined) | -3
CN(NC(=O)c1ccc[nH]c1=O)c1ccccc1 | -4
CC(C)=CC(=O)NCCN1CCCC(CO)C1 (centres undefined) | -3
O=S1(=O)CCC(S(=O)(=O)NCc2ccco2)C1 (centres undefined) | -8&-3
c1cnc2c(-c3ccc(-c4ccn[nH]4)cc3)cnn2c1 | 9
O=[N+]([O-])c1cccc(-c2cn3cc(-c4ccccc4)ccc3n2)c1 | 2
COCCn1c(-c2cc(OC)ccc2OC)csc1=Nc1ccc(OC)cc1 | -18
CC(=O)NC12CC3CC(C)(C1)CC(NC(C)=O)(C3)C2 | -12
CSc1nc(C(=O)N2CCCC(C(=O)c3ccc(-c4ccccc4)cc3)C2)cs1 (centres undefined) | -2
CCOc1ccccc1CN1CCC(N2CCC(C(=O)N3CCCC3)CC2)CC1 | -9
Cc1ccccc1CN1C(=O)C2(NCC(C)(C)S2)c2cc(Cl)ccc21 (centres undefined) | 0
COc1ccc(-c2nnc(-c3cc(OC)c(OC)c(OC)c3)o2)cc1OC | -6&-4
CNC(=O)C(=O)Nc1cc(Br)ccc1Cl | -15
COc1ccc(Cc2nc3ccc(S(=O)(=O)N4CCOCC4)cc3[nH]2)cc1 | 4
CCN(Cc1nc2cc(Cl)ccc2c(=O)[nH]1)C(=O)CCNC(=O)c1ccccc1 | -2
CCOc1ccc(N2C(=O)CSC2c2ccccc2Br)cc1 (centres undefined) | -12
C=CCNC(=O)CSc1nnc(-c2ccc(OC)cc2)n1C(C)C | -2
Cc1cn2c3c(=O)n(Cc4ccccc4F)c(=O)n(C)c3nc2n1CCO | -6
CC(=O)Oc1ccc(N(C(C)=O)S(=O)(=O)c2ccccc2)c2ccccc12 | -6
Nc1cccc(Oc2ccc3c(c2)C(=O)N(c2ccc(O)cc2)C3=O)c1 | -4
O=C(O)/C=C\C(=O)Nc1ccccc1CO | -5
O=C(O)/C=C/c1ccc(O)c(O)c1 | 19
O=C(CN1CSCC1=O)Nc1nnc(C2CC2)s1 | 0
Nc1ccnc(C(=O)N2CCC3(CCNCC3)CC2)c1 | -2
CCCC(=O)N1CC2(C(C)C)CN(C(=O)CCC)CC(C(C)C)(C1)C2=O | 2
COc1cc2cc(C(=O)N3CCCC3)[nH]c2c(OC)c1OC | 13
CCCOc1c(Cl)cc(C(=O)Nc2ncc(C)s2)cc1OCC | 0
O=C1OCCN1c1nnc(Sc2ccc(C(F)(F)F)cn2)s1 | -8
CCc1nc(C)c(C(=O)N2CC(c3ccncc3)C2)o1 | 4
Cc1cnc(CNC2(C(=O)NCC3CC3)CCCC2)cn1 | -7
O=C(CSc1nc2ncccn2n1)Nc1cccc(Cl)c1Cl | -3
O=C(Nc1ncnc2c1CCC2)c1nc2ccccc2s1 | -8
CCOC(=O)N1CCN(C(=O)c2cc(COc3ccc(F)cc3F)on2)CC1 | -5
CC(C)Cc1nc2sc(C#N)c(N)n2c(=O)c1C#N | -4
CCN(CCCNC(=O)CCn1c(=S)[nH]c2cc3c(cc2c1=O)OCO3)c1ccccc1 | 2
CN1CCC2(CCc3cc(-c4ccc(C(=O)NN(C)c5ccccc5)cc4)ccc3O2)CC1 | -10
COc1cc(C#N)ccc1Oc1ccc(NC(=O)Cn2cccn2)cc1 | -6
CCOc1ccc(C(=O)NNC(=O)C2CN(C(C)=O)c3ccccc3O2)cc1 (centres undefined) | 9
Cn1cc(NC(=O)c2cccc(CN3CCCCC3c3cccnc3)c2)nn1 (centres undefined) | -17
CC(CN1CCc2ccccc2C1)NC(=O)c1cccc2ccnn12 (centres undefined) | -10

The list is partial; count on the stated rates, not on these rows.
